MOR-DOR inv ag – inverse agonists of human mu-delta opioid receptor heterodimerization; P35372+P41143; cell-based MOR-DOR heterodimer luminescence, inverse agonism; inhibition, % at 9.3 µM; actives 0.21% (n = 340,000); AID 504357; in the data active means inhibition above about 22%, passing the limit was not always enough;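 further: 0% = cells with DMSO and 100% = wells without cells with DMSO; values of inactives mirror those of a sister screen read the other way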
Target sequence (P35372 whole entry, looked up): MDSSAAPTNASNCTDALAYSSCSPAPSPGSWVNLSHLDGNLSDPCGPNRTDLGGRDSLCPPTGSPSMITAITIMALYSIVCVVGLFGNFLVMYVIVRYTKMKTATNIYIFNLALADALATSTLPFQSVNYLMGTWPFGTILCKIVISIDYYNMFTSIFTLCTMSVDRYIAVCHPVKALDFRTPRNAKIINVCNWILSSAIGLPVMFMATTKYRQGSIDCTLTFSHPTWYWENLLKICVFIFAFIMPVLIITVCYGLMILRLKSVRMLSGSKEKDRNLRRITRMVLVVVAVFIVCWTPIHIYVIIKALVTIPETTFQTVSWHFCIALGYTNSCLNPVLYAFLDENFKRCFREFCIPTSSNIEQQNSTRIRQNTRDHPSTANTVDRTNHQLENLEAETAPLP
Target sequence (P41143 whole entry, looked up): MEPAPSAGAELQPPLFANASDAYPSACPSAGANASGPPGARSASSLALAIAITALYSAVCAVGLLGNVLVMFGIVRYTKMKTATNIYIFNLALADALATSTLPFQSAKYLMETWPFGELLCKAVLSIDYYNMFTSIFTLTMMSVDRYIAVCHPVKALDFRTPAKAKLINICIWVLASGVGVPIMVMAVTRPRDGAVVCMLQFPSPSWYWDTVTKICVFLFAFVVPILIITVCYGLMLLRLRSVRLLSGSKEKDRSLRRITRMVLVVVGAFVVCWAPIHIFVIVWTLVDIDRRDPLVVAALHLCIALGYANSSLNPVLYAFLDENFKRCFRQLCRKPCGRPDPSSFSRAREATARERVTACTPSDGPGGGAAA
DSG3 Ab inh – inhibitors of pemphigus antibody binding to human desmoglein-3. DSG3-coupled beads, scFv-anti-DSG3-GFP binding, flow cytometry; hits give low values. binding (percent of control), % at 10 µM. actives 0.48% (n = 310,000). P32926. AID 588358;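 active means binding more than 3 SD below its plate's average and above zero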;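 further: hits lower antibody fragment binding to DSG3; some compounds called inactive have numbers as strong as hits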
Tat transport – blocks Tat-dependent protein export in E. coli | E. coli MC4100 TorA-mCherry Tat export, fluorescence | actives 0.036% (n = 340,000) | inhibition, % at 10 µM | AID 488895;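 active means mean replicate inhibition at least 50% and at least half of replicates individually reaching 50%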;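 further: exported cargo escapes ClpAP degradation while cytoplasmic cargo is degraded and loses fluorescence; 0% = median of neutral control wells and 100% = median of NaSCN control wells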
E coli growth – reduces bacterial viability in AddAB counter-screen. E. coli V3065 growth, OD600 absorbance, 18 h. inhibition, % at 11.9 µM. actives 0.27% (n = 330,000). AID 449728;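 active means inhibition above the campaign's mean inhibition across all tested compounds plus 3 SD, cut at about 9.9% in these data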;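 further: uninfected addAB+ strain grown without phage in ampicillin broth; 0% = DMSO wells and 100% = ciprofloxacin 0.95 µg/ml wells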
MOR-DOR ag – OPRM1-OPRD1 heterodimerization agonism; P35372+P41143; cells, luminescence; activation, % at 9.3 µM; actives 0.3% (n = 340,000); in the data active means activation above about 18%;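 further: 0% = vehicle-treated cells and 100% = reference agonist; values of inactives mirror those of a sister screen read the other way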
PfHsp90 yeast 2 – inhibits growth of yeast expressing Plasmodium falciparum Hsp90 | S. cerevisiae expressing PfHsp90, BacTiter-Glo ATP, 48 h; yeast lacking PDR1 and PDR3 efflux regulators | inhibition, % at 9.4 µM | actives 0.32% (n = 310,000);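 active means every replicate shows inhibition above about 80%, whatever the replicate mean, limit read from the data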;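 further: 0% = DMSO neutral controls and 100% = 20 µM radicicol positive controls; yeast relying on Plasmodium falciparum Hsp90 in place of its own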
Arrestin-AP2 inh – blocks beta-arrestin peptide binding to AP2 adaptin; inhibition, % at 10 µM; FITC-arrestin peptide / GST-AP2 beads, flow cytometry; AP2 beta2 appendage carries R879A mutation; actives 0.31% (n = 340,000); AID 504490;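 active means inhibition above a set limit, near 3 SD of compounds lacking own fluorescence, cut at about 54% in these data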;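 further: plate controls were DMSO wells for no effect and 5 µM unlabelled arrestin peptide for full effect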
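test system = AP2 appendage R879A on GSH beads | buffer or medium = PBS plus Tween 20 (0.05%) and BSA (0.1%) | incubation = 12 min plus 1 h, RT | detection = bead flow cytometry, FITC channel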
phage Ecoli inh – E. coli growth loss with phage present; growth absorbance; inhibition, % at 11.9 µM; actives 0.26% (n = 360,000); AID 651602; in the data active means inhibition above about 11%
PKA-R1A activ – activates the PKA-R1A holoenzyme complex | actives 0.083% (n = 340,000) | activation, % at 11.4 µM | P00514+P68181 | PKA-R1A dissociation, Cy5-IP20 fluorescence polarization; scaled: DMSO 0%, 113 µM cGMP 100%;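 active means percent activation above the mean of all tested compounds plus 3 SD, cut at about 19% in these data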;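 further: higher means more PKAc released from R1A so a rise in polarization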
Mot1-301 SUMO – blocks SUMOylation pathway, rescuing yeast Mot1-301 growth. S. cerevisiae Mot1-301 growth rescue, ATP luminescence, 38.5C; percent above DMSO median, 100 means doubled. growth rescue, % at 18.8 µM. actives 1% (n = 320,000). AID 2716;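 active means every valid replicate shows activation above 250% relative to neutral control wells; inactive means the rest, any valid replicate at or below 250%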;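 further: OY570 slx delta 5 strain wells were the positive control but not used for scaling; some compounds called inactive have numbers as strong as hits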
AddAB inh – less growth of phage-infected E. coli with AddAB; E. coli expressing H. pylori AddAB, absorbance growth; inhibition, % at 11.9 µM; actives 0.29% (n = 330,000); AID 435030; in the data active means inhibition above about 12%;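 further: 0% = vehicle wells of infected cells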
An asterisk follows results filed as active; / = not tested or not shown.

SMILES | MOR-DOR inv ag | DSG3 Ab inh | Tat transport | E coli growth | MOR-DOR ag | PfHsp90 yeast 2 | Arrestin-AP2 inh | phage Ecoli inh | PKA-R1A activ | Mot1-301 SUMO | AddAB inh
CN1CCN(CCC(=O)N2c3ccccc3Sc3ccc(Cl)cc32)CC1 | 15 | 98 | -4 | -1.3 | -3.5 | -7 | 24 | 1.2 | -8 | -1 | 1.1
O=c1[nH]c(-c2cccs2)nc2ccccc12 | 11 | 99 | 0 | -1.4 | -1.8 | 7 | 18 | 2.7 | -7 | / | 0.9
Cc1nc(C(F)(F)F)c(C(=O)N=CN(C)C)s1 | 12 | 110 | -2 | 0.6 | -2.2 | -1 | 1 | 1.1 | -13 | 14 | 5.6
CCN(CC)C(=O)c1ccc(S(=O)(=O)c2ccccc2)cc1 | 4 | 98 | 1 | 2.1 | -0.9 | 17 | 1 | -1.5 | -7 | -7 | 3.5
CC(=O)N1c2ccccc2CCc2ccc([N+](=O)[O-])cc21 | 19 | 98 | -2 | -1.3 | -4.1 | 0 | -12 | 0.6 | -12 | -11 | 3.6
CCOC(=O)c1c(C)[nH]c(C)c1S(=O)(=O)N(C)CC(=O)NCc1cccc(C)c1 | 8 | 105 | -1 | -0.7 | -1.6 | 16 | 32 | 2.2 | 5 | 72 | 4.0
CCOC(=O)C1=C(C)Nc2ccccc2N=C1N | 17 | 105 | 0 | -1.1 | -3.6 | 10 | -16 | 0.8 | -5 | 18 | 0.3
Cc1no[n+]([O-])c1COc1cccc(/C=C2\N=C(c3ccccc3)OC2=O)c1 | 0 | 130 | -8 | 2.0 | 0.1 | 3 | 68* | 2.8 | -13 | 59 | -1.9
CC(C)n1c(=S)[nH]c2ccccc2c1=O | 3 | 103 | 10 | 1.2 | -0.7 | 12 | -2 | 1.6 | -1 | -7 | 2.1
CCOC(=O)Cc1csc(NS(=O)(=O)c2cc(Cl)ccc2Cl)n1 | 7 | 108 | 3 | -1.2 | -1.2 | -9 | 42 | 4.6 | -1 | -9 | -2.2
CCc1ccc(NC(=O)/C(C#N)=C\c2ccc(OC)c(C(=O)O)c2)cc1 | 21 | 100 | -8 | -0.5 | -4.0 | -2 | 5 | 7.0 | 1 | -15 | 5.5
O=S(=O)(NCC1CCCO1)c1ccc(-c2ccc(Cl)cc2)cc1 (centres undefined) | -17 | 99 | 6 | 2.4 | 3.1 | -27 | 2 | 0.3 | -11 | 5 | 1.2
O=C(NCc1ccco1)/C(=C/c1ccc([N+](=O)[O-])cc1)NC(=O)c1ccco1 | 14 | 99 | 6 | -2.8 | -2.7 | -6 | 23 | 1.4 | 8 | 9 | 0.4
O=C(Nc1ccc2oc(-c3cccnc3)nc2c1)c1ccc2c(c1)OCCO2 | 14 | 83 | 6 | -3.4 | -2.7 | -9 | 12 | 4.0 | -5 | 17 | -2.2
Clc1ccc(CN2CCCCCCC2)cc1Cl | -2 | 97 | 2 | -0.6 | 0.4 | -13 | 33 | 2.4 | -2 | -5 | 0.8
O=C(COC(=O)/C=C/c1ccc(Cl)cc1)NCCc1ccccc1 | -17 | 87 | -11 | 2.0 | 2.6 | 7 | 2 | 6.8 | -4 | -18 | 4.7
CC(C)(C)C(=O)N1CCN(CCN2C(=O)c3cccc4cccc(c34)C2=O)CC1 | -3 | 117 | 4 | 0.2 | 0.7 | -1 | 3 | -2.2 | 4 | -12 | 2.1
COc1ccc(CCNC(=O)Cn2nc(C)c3c(C)n(-c4ccccc4)nc3c2=O)c(OC)c1 | 7 | 99 | -4 | -2.3 | -1.3 | -4 | -8 | 1.4 | -4 | 19 | 1.4
Cc1coc(C)c1C(=O)CC1(O)C(=O)N(C)c2ccc(Cl)cc21 (centres undefined) | 2 | 98 | -6 | 0.4 | -0.3 | 6 | 11 | 3.2 | -4 | -7 | 0.5
Cc1csc(NC(=O)c2cccc(Cn3nc(C)c(Br)c3C)c2)n1 | 14 | / | -4 | -3.7 | -3.0 | -11 | -4 | 0.7 | -11 | -1 | 1.8
CCOC(=O)c1sc(SCc2ccccc2)c2c1CC(C)(C)CC2=O | -4 | 103 | 0 | -0.3 | 0.7 | 18 | 7 | 2.1 | 8 | 1 | 1.0
CS(=O)(=O)N(CC(=O)N/N=C/c1ccccc1C(=O)O)c1cccc(Cl)c1Cl | 2 | 104 | -6 | 0.4 | -0.4 | 9 | 3 | -0.1 | 3 | -8 | 0.0
O=C1c2ccccc2C(=O)N1CN(C(=O)c1ccccc1[N+](=O)[O-])c1ccc(F)cc1 | 16 | 87 | 4 | 1.1 | -3.1 | -21 | 2 | 2.7 | 13 | 46 | -0.2
COc1ccc(NC(=S)N(CCN(C)C)C(C)c2ccco2)cc1 (centres undefined) | 13 | 109 | 5 | -0.8 | -2.4 | -2 | 20 | 3.2 | -4 | -3 | 2.1
Cc1ccc(C(=O)N2CCN(C3CCCCC3)CC2)s1 | 4 | 98 | 4 | 2.2 | -0.8 | -10 | 7 | 3.1 | -12 | 186 | 1.8
COCC(C)n1c(C)cc(C(=O)CSc2nnnn2C2CCCC2)c1C (centres undefined) | 10 | 105 | 0 | 1.9 | -2.3 | -3 | 13 | -1.1 | 4 | 8 | 0.8
CN1C(=O)c2ccccc2C(C(=O)O)C1c1cccc(Cl)c1 (centres undefined) | -6 | 101 | 0 | 3.8 | 0.9 | 21 | -8 | 3.1 | -13 | 1 | 3.7
c1ccc(N=P(N2CCOCC2)(N2CCOCC2)N2CCOCC2)cc1 | -3 | 93 | 1 | -4.7 | 0.5 | -17 | -6 | 0.9 | 11 | 7 | -0.7
O=C(CN1C(=O)C2CCCCN2C(=O)c2ccccc21)N1CCCc2ccccc21 (centres undefined) | -2 | 96 | 7 | -0.8 | 0.3 | -5 | -5 | 0.5 | -6 | 235 | 0.2
CC(=O)OCC1=C(C(=O)OC(C)(C)C)N2C(=O)[C@@H](NC(=O)Cc3ccccc3)[C@H]2SC1 | 10 | 104 | -5 | / | -2.2 | 23 | 3 | 1.5 | 2 | / | /
CC(=O)N1c2ccc(S(=O)(=O)NCC3CCC(C(=O)NCc4ccc(C)cc4)CC3)cc2CC1C (centres undefined) | -3 | 101 | 2 | -0.2 | 0.6 | -15 | 11 | 1.4 | -1 | -6 | 0.5
COc1ccc(S(=O)(=O)Nc2ccc3cn[nH]c3c2)cc1[N+](=O)[O-] | 5 | 108 | 11 | -0.7 | -1.3 | / | 10 | 1.8 | -9 | -17 | -3.4
Cc1cccc(NC(=O)c2cc3c(n(-c4ccccc4)c2=O)CCCC3=O)n1 | 8 | 104 | 0 | / | -1.5 | 4 | -1 | 0.9 | 13 | / | /
COc1cccc(CNC(=O)N2CCN(S(=O)(=O)c3ccc(C)cc3)CC2)c1 | 2 | / | 1 | -2.3 | -0.3 | -64 | 11 | 1.2 | -5 | -15 | 1.3
CCOc1ccc(CCNC(=O)COC(=O)COc2ccccc2C)cc1OCC | 2 | / | -2 | -1.8 | -0.4 | 30 | 4 | 3.4 | 1 | -13 | -1.0
COCC(C)NC(=O)c1cc2cc(OC)ccc2[nH]1 (centres undefined) | 5 | 118 | 2 | -0.9 | -0.9 | -7 | 20 | 2.7 | 3 | -1 | -0.9
Cc1ccc(/C=C2/NC(=O)N(c3ccccc3)C2=O)o1 | -4 | / | 15 | 0.8 | 0.7 | 18 | 13 | 3.9 | 0 | / | 1.3
Cc1cc([N+](=O)[O-])cc2c1NC(=O)C2(O)N1CCCC(C)C1 (centres undefined) | 11 | 94 | 0 | 0.5 | -2.1 | -23 | 2 | 3.9 | -3 | -16 | 0.2
COC(=O)CSc1nnc(CNC(=O)c2cccc(C)c2)n1-c1ccccc1OC | 2 | 101 | -1 | -0.1 | -0.4 | -7 | 4 | 1.5 | 4 | -24 | -0.6
CCCCCN(C(=O)CCC(=O)OCC(=O)N1CCCCC1C)c1c(N)n(CCCC)c(=O)[nH]c1=O (centres undefined) | -4 | 110 | 0 | 1.1 | 0.8 | -14 | -20 | -0.3 | -8 | 5 | 3.1
Cc1cc(C)c(NC(N)=S)c(C)c1 | / | 95 | -6 | 0.7 | / | 3 | 41 | -1.5 | / | 10 | 1.5
COc1ccc(S(=O)(=O)NCCCCCC(=O)O)cc1C(=O)O | 16 | 97 | -8 | 2.4 | -3.1 | -4 | -7 | 2.3 | -3 | 33 | 1.1
COc1cccc(NC(=O)CN(C)C(=O)c2ccc(S(=O)(=O)Nc3ccccc3C)cc2)c1 | 19 | 103 | 4 | -0.2 | -4.7 | -8 | -1 | 0.8 | -1 | -7 | 1.8
O=C(Cc1ccc(S(=O)(=O)N2CCOCC2)s1)N1CCN(S(=O)(=O)c2cccc(F)c2)CC1 | 4 | / | 6 | / | -1.0 | -7 | 22 | 2.9 | 0 | / | /
CCOC(=O)c1c(-c2ccc(OC)cc2)oc2ccc(OCC(N)=O)cc12 | 3 | 115 | 3 | -2.2 | -0.7 | -28 | 13 | -1.4 | 2 | -20 | -1.1
CC(Sc1nnc(-c2ccco2)n1-c1ccccc1)C(=O)NCC1CCCO1 (centres undefined) | 15 | 98 | -7 | -1.1 | -3.8 | 6 | -2 | 5.3 | 2 | -9 | 0.9
C#CCn1cnc2c(cnn2-c2ccc(C)c(C)c2)c1=O | 10 | 97 | -4 | 4.3 | -2.1 | 16 | -16 | 0.7 | 2 | 37 | 2.8
Cc1cc(=O)[nH]c(SCc2ccccc2)n1 | -8 | 110 | 4 | 1.2 | 1.6 | -5 | 7 | -0.9 | -3 | -8 | 5.2
COc1cc(NC(=S)NCCN2CCOCC2)cc(OC)c1 | -9 | 71 | -4 | -0.4 | 1.8 | -10 | 6 | 2.8 | -7 | -3 | -1.3
O=C(Nc1ccccc1)N1CCn2c(nc3ccccc32)C1 | / | 101 | -2 | -0.5 | / | / | 17 | 3.6 | -3 | -15 | 3.2
Cc1ccc2occ(/C=N/NC(N)=S)c(=O)c2c1 | -4 | 138 | -3 | 2.4 | 0.7 | -48 | 7 | 3.3 | 7 | 215 | 0.7
CCOCCOC(=O)C1=C(C)N(C)C(=O)NC1c1cc(Cl)c(O)c(OCC)c1 (centres undefined) | 13 | / | 2 | -3.6 | -2.6 | 1 | 17 | -0.2 | -16 | -9 | -1.5
Cn1nnnc1SCC(=O)Nc1ccc(Oc2ccccc2)cc1 | 15 | 100 | -2 | -2.2 | -2.7 | 3 | -9 | 4.0 | -4 | 4 | -0.4

Source: PubChem BioAssay (several laboratories)
